# VIM-2 inhibitor: inhibitors of Pseudomonas aeruginosa VIM-2 metallo-beta-lactamase. purified VIM-2, nitrocefin hydrolysis, epi-absorbance fluorescence. inhibition, % at 5.6 µM. 290,000 tested, 0.89% active;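 active means inhibition above the mean of all tested compounds plus 3 SD, cutoff set per screening run, cut at about 7.5% in these data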;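 further: red hydrolysis product quenches plate fluorescence so inhibitors raise well fluorescence; 0% = enzyme with DMSO and 100% = DMSO without enzyme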
# DNA FID counter: fluorescent intercalator displacement, NS3 helicase counter-screen; 290,000 tested, 0.17% active; inhibition, % at 7.9 µM; DNA fluorescent intercalator displacement, fluorescence; AID 1845; in the data active means inhibition above about 37%;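 further: 0% = vehicle and 100% = reference compound; higher means more ethidium bromide displaced from hairpin DNA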
# PHOSPHO1 block: inhibitors of human PHOSPHO1 phosphatase; Q8TCT1; recombinant PHOSPHO1, absorbance phosphatase assay; inhibition, % at 13.3 µM; 290,000 tested, 1.1% active; AID 1565; in the data active means inhibition above about 60%
# Target sequence (Q8TCT1 whole entry, looked up): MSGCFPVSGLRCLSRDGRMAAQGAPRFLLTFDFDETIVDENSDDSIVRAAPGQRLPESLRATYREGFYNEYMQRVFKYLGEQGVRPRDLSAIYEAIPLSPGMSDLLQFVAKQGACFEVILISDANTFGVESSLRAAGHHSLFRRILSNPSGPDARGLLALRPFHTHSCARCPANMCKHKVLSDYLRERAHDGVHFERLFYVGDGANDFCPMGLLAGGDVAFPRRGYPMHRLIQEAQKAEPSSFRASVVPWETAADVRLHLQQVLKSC
# MEKK3 PB1 HTS: MEKK3-MEK5 PB1 interaction, increase or decrease. bead-based flow cytometry, Alexa488-MEK5 binding to MEKK3; actives lie on both sides; 0 = blocked by unlabeled MEK5, 100 = vehicle. 290,000 tested, 1.4% active. binding response (% of control), % at 10 µM;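 active means binding response more than 3 SD above or below the average of its plate-row segment, actives on both sides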;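 further: Alexa488 bead fluorescence after subtracting the streptavidin-only scavenger bead signal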
# Target sequence (Q99759 whole entry, looked up): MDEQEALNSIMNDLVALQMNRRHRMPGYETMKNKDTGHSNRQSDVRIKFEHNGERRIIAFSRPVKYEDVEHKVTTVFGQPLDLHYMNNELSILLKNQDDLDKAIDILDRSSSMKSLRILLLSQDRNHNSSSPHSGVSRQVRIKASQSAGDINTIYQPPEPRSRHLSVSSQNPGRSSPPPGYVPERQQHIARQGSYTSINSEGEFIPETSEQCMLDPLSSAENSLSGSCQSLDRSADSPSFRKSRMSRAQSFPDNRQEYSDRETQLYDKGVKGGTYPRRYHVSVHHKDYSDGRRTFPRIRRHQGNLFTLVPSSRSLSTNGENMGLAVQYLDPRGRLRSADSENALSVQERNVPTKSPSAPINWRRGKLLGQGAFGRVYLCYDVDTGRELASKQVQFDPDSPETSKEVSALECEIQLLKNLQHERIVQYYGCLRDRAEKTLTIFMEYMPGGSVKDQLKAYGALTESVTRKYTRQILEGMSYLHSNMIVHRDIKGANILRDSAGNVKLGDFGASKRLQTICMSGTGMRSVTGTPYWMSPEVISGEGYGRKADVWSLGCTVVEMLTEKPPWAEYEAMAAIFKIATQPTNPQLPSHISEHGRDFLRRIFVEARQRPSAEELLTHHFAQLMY
# p-CIP stab down: p/CIP protein destabilization; Q05BA5; F442A p/CIP-EGFP cells, EGFP fluorescence, 16 h; decrease of EGFP signal, % at 10 µM; 290,000 tested, 0.01% active;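 active means EGFP signal decrease of at least 30% at 10 µM or well 3 SD below plate mean, unless failing retest; inactive means the rest, including hits failing retest or dose response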; further: some compounds called inactive have numbers as strong as hits; many of its hits are not listed in these tables
# IMP-1 inhibitor: inhibitors of Pseudomonas aeruginosa IMP-1 metallo-beta-lactamase; 290,000 tested, 0.45% active; inhibition, % at 5.6 µM; AID 1556; purified IMP-1, nitrocefin hydrolysis, epi-absorbance fluorescence;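 active means inhibition above the mean plus 3 SD of all compounds in the same screening run, cut at about 4.5% in these data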;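 further: 0% = IMP-1 with DMSO and 100% = DMSO wells lacking enzyme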
#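 System: Purified IMP-1 | Read-out basis: Percent enzyme inhibition | Controls: IMP-1 with DMSO as 0%, enzyme-free DMSO as 100% | Replicates: One well per compound | Doses: 5.6 µM nominal single concentration | Detection: Epi-absorbance fluorescence, 480 nm excitation, 530 nm emission | Incubation: 25 °C, 15 min preincubation, 25 min reaction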
# UBC9 SUMO inh: inhibitors of human SUMOylation (UBC9). P63279. HTRF SUMOylation assay, SAE1/SAE2 + UBC9, in vitro. inhibition, % at 35 µM. 290,000 tested, 0.36% active; in the data active means inhibition above about 50%, passing the limit was not always enough; further: strong numbers were not always called active
# Target sequence (P63279 whole entry, looked up): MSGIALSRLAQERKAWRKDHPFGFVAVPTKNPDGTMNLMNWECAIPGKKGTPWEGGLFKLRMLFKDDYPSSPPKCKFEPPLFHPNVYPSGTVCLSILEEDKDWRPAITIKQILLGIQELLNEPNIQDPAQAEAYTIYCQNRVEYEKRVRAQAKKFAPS
# HCV NS3 hel inh: blocks Hepatitis C virus NS3 helicase unwinding | NS3 helicase DNA unwinding, Cy5 molecular beacon fluorescence | inhibition, % at 10.9 µM | 290,000 tested, 0.56% active | AID 1800;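 active means inhibition above the mean of all tested compounds plus 3 SD, set per campaign, cut at about 35% in these data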;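 further: 0% = DMSO wells and 100% = thioflavine S control wells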
#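 System: Hepatitis C virus NS3 helicase domain fragment enzyme | Reagent: Annealed dual-labelled DNA beacon duplex, ATP-started | Compound dosing: 10.9 µM single point, 0.8% DMSO | Incubation: 1 h reaction at 25 °C, ATP-initiated | Technique: Cy5 fluorescence | Evaluation: Percent inhibition from t60/t0 fluorescence ratio | Benchmarks: Low DMSO, high thioflavine S at 110 µM | Replication: Singlicate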
# IDE cell activ: IDE (human) activation, cell-based; P14735; HEK cells, FAbeta-B cleavage, fluorescence polarization; 0% vehicle, 100% cell-free pure enzyme wells; activation, % at 5.96 µM; 340,000 tested, 0.073% active; AID 493087;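 active means activation above the mean of all tested compounds plus 3 SD, set per screening campaign, cut at about 17% in these data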
# * marks the source's active call; other numbers are inactive results; / = no result given; [ ] = remark or other dose. These rows are one share of the data. The share of hits here may be higher or lower than overall.
SMILES,VIM-2 inhibitor,DNA FID counter,PHOSPHO1 block,MEKK3 PB1 HTS,p-CIP stab down,IMP-1 inhibitor,UBC9 SUMO inh,HCV NS3 hel inh,IDE cell activ
CCOc1ccc(NC(=S)NNc2ccnc3cc(Cl)ccc23)cc1,-1.4,1,-70,99,-1,-4.0,-13,-16,-3
COc1cccc(-n2cc(CNCc3c(C(=O)N(C)C)nc4ccc(Cl)cn34)cn2)c1,-1.9,2,46,96,2,-2.9,20,-4,1
C[C@@H]1C[C@@H]2OC(=O)[C@]3(C)[C@H]2[C@@H](OC3(C)O)[C@]2(C)C(=O)C=C[C@H]12 (some centres not stated),/,/,-13,104,-7,/,0,/,1
CCN(CC)S(=O)(=O)c1c(OC)cc(C)c(Cl)c1C,-4.4,-17,39,83,-9,-1.1,26,-6,5
COc1ccc(NC(=O)c2csc3c2CCCC3)cc1,-1.4,-6,11,85,1,-2.0,-2,-1,-2
O=C(N1CCCCC1)N1CCN(S(=O)(=O)c2ccc(Cl)cc2)CC1,-1.7,-22,-1,108,3,-2.7,4,5,-1
Cc1ccc(NC2=NC(c3ccc(F)cc3)n3c(nc(C)cc3=O)N2)cc1 (configuration not stated),-1.5,-11,17,103,0,-3.4,5,-4,3
O=C(CSc1ncnc2c1cnn2-c1ccccc1)Nc1ccc2c(c1)OCO2,1.6,-3,0,/,10,-0.8,22,-4,-2
C/C(CC(=O)Nc1cccc2c1CCCC2)=N\NC(=O)c1cccc2ccccc12,-2.8,-14,-17,96,-1,-0.3,2,6,1
O=C1c2ccccc2C(=O)N1Cc1cc(-c2ccccc2Cl)no1,-4.4,-3,9,103,1,-0.4,-16,1,8
Cc1ccc(C)c(N2CCN(C(=O)c3csc4ccccc34)CC2)c1,-2.6,-17,1,94,-4,-3.2,-6,-18,5
Cc1ccc(S(=O)(=O)CCC(=O)Nc2cccc([N+](=O)[O-])c2)cc1,-2.6,4,-10,101,17,-2.1,10,-8,-1

# Fetched by compound from above, four records:
SMILES,VIM-2 inhibitor,DNA FID counter,PHOSPHO1 block,MEKK3 PB1 HTS,p-CIP stab down,IMP-1 inhibitor,UBC9 SUMO inh,HCV NS3 hel inh,IDE cell activ
O=C(CSc1ncnc2c1cnn2-c1ccccc1)Nc1ccc2c(c1)OCO2,1.6,-3,0,/,10,-0.8,22,-4,-2
CCOc1ccc(NC(=S)NNc2ccnc3cc(Cl)ccc23)cc1,-1.4,1,-70,99,-1,-4.0,-13,-16,-3
C[C@@H]1C[C@@H]2OC(=O)[C@]3(C)[C@H]2[C@@H](OC3(C)O)[C@]2(C)C(=O)C=C[C@H]12 (some centres not stated),/,/,-13,104,-7,/,0,/,1
COc1cccc(-n2cc(CNCc3c(C(=O)N(C)C)nc4ccc(Cl)cn34)cn2)c1,-1.9,2,46,96,2,-2.9,20,-4,1

# New compounds follow:
SMILES,VIM-2 inhibitor,DNA FID counter,PHOSPHO1 block,MEKK3 PB1 HTS,p-CIP stab down,IMP-1 inhibitor,UBC9 SUMO inh,HCV NS3 hel inh,IDE cell activ
CCCCn1c(=O)c(CCC(=O)OCC(=O)NCc2ccc(OC)c(OC)c2)nc2ccccc21,-1.5,-34,6,89,0,-2.3,5,0,4
O=C(NC1CCCC1)C1CCN(c2nccs2)CC1,-1.8,-2,4,99,-35,-3.2,-22,-2,6
Cc1ccc(Cn2c(O)c(N=O)c3ccccc32)cc1,-0.9,-18,29,102,-7,-0.3,8,-2,-6
CC(=O)COc1ccc2oc(=O)cc(-c3cc4ccccc4o3)c2c1,8.3*,-30,-21,104,-8,-1.9,18,13,-2
Cc1cc(NC(=O)CN2CCCCC2)no1,-2.6,3,0,92,14,-1.4,6,-11,3
COc1cc(C(C#N)N2CCOCC2)ccc1O (configuration not stated),-1.8,1,27,102,3,-2.9,7,3,1
CCOC(=O)c1cc(NC(=O)NCc2ccco2)c(C)nc1C,-0.5,-4,-4,101,1,-2.7,24,16,-3
CC1CCN(C(=O)CN(c2ccc(Oc3ccccc3)cc2)S(C)(=O)=O)CC1,-1.4,-39,-7,103,-14,-2.2,0,-1,-4
COc1cccc(C2C(C#N)=C(N)N(N(C)C)C3=C2C(=O)CC(C)(C)C3)c1OC (configuration not stated),-2.2,-25,38,97,3,-3.6,-5,1,-1
CCOC(=O)Cc1csc(NC(=O)/C=C/c2ccc(Cl)cc2)n1,-1.8,-12,14,115,-2,-2.6,36,-15,-4
Cc1[nH]c2ccccc2c1C(=O)COc1ccccc1F,-2.7,3,4,106,0,-0.5,3,-1,3
Nc1nc(Nc2ccccc2)nc(N2CCOCC2)c1[N+](=O)[O-],-2.0,-4,-13,104,-19,-1.5,0,-3,3
CCOc1ccc(Nc2n[nH]c(=S)s2)cc1,-4.5,1,-2,108,-6,-3.5,-17,2,-11
COc1ccc(-c2cc(C)nc3nc(N)nn23)cc1,6.3,-8,-9,100,-5,-1.3,22,22,7
COc1ccc(OCc2cc(C(=O)NCc3nc(C)cs3)no2)c(Cl)c1,-1.1,-29,14,105,-8,-4.9,8,-4,-4
O=C(NC1CC2CCC1C2)c1ccc(CN2CCOCC2)cc1 (configuration not stated),-3.2,1,4,96,-2,-5.4,0,4,3
Cc1cccc(C)c1OCc1cc(C(=O)N2CCN(c3ccccc3)CC2C)no1 (configuration not stated),-1.1,-28,3,101,-17,-0.3,24,-14,-2
CC1=C(C(=O)OC(C)C)C(c2ccc(Br)s2)NC(=O)N1 (configuration not stated),-4.5,-11,3,107,11,-1.1,-2,5,-7
NC(=O)COC(=O)c1cc(Cl)cc(Cl)c1N,0.0,-1,15,102,-4,-2.8,21,7,5
COc1ccccc1-c1nnc(SCC(=O)Nc2c(Cl)cccc2Cl)o1,-3.5,-15,-34,97,-6,-4.5,16,0,2
COc1cccc(C(c2nnnn2CCc2ccccc2)N2CCN(c3ccccc3)CC2)c1OC (configuration not stated),-2.7,-31,6,104,2,-2.0,-4,-17,-1
C=C(C)CNC(=S)NNC(=O)c1ccco1,-5.6,-6,-13,101,6,-4.0,-8,-3,5
COc1cc2c(cc1N/C=C(\C#N)c1nc(-c3ccc(F)cc3)cs1)oc1ccccc12,-2.8,-4,33,83,-7,-2.1,-16,-2,5
Cc1cccc(OCC(=O)Nc2ccc3c(c2)OCO3)c1C,-4.4,-17,11,2.0*[inhibitor],5,-2.2,6,6,4
CN(Cc1cccs1)C(=O)CNC(=O)c1ccco1,-2.6,-5,18,98,2,-2.7,-2,-8,3
CC(=C/c1ccco1)/C=N/N1CCN(c2ccccc2)CC1,-2.2,-2,28,102,-14,-0.7,1,5,-2
CCN(CC)CCNC(=O)C1c2cc(OC)c(OC)cc2C(=O)N2CCc3ccccc3C12 (configuration not stated),-2.5,16,-18,/,-6,-3.9,-16,16,5
COC(=O)c1cc(NS(=O)(=O)c2ccc(NCc3cccnc3)c(N)c2)cc(C(=O)OC)c1,0.3,3,-5,105,-2,0.4,-15,-29,6
COc1ccc2cc3cc(C(=O)Nc4ccccc4N4CCN(C)CC4)oc3nc2c1,2.5,23,10,113,-4,-3.1,29,-57,5
COc1ccc(Nc2cc(C(=O)NCCCN3CCN(C)CC3)c3ccccc3n2)cc1,0.2,41*,13,108,-2,-3.9,-33,-26,2
COC(=O)c1oc2ccccc2c1NC(=O)CN1CCCC1,1.4,1,4,99,5,-2.3,9,-2,4
O=C(NCC(=O)N(c1cccc(F)c1)C(C(=O)NC1CCCC1)c1ccncc1)c1ccco1 (configuration not stated),-2.1,-24,0,105,-5,-2.9,-4,14,0
c1ccc2[nH]c(CSc3nccs3)nc2c1,-0.3,2,0,99,-18,-3.2,-3,-2,9
c1ccc(COn2nnc3ccccc32)c(COn2nnc3ccccc32)c1,1.2,-19,-15,105,2,2.6,11,-2,-12
N#CCCN(CCC#N)S(=O)(=O)c1ccc(C(=O)Nc2nnc(C3=COCCO3)o2)cc1,-2.8,-17,16,116,8,-3.8,-3,3,2
Cc1cccc(Nc2nc(N)nc(CN3CCC(C(N)=O)CC3)n2)c1C,-4.8,1,3,104,-2,-4.0,6,-1,-2
COc1ccc(C(=O)CN2CCN(c3ccc(F)cc3)CC2)cc1,0.7,-2,5,107,4,0.6,5,-6,-3
O=C(NCCCn1ccnc1)/C(=C\c1cccs1)NC(=O)c1cccs1,-1.1,-1,5,130*,8,-0.2,10,-2,-2
O=C(Nc1ccc(F)cc1)N1CCCN(c2nccc(C(F)(F)F)n2)CC1,-1.8,-16,42,97,-16,-2.1,14,-15,-2
Cc1cnc(NC(=O)CSc2nnc(-c3ccccc3)o2)s1,-4.5,-10,-6,102,2,1.3,-2,6,1
COc1ccc(Nc2nc(-c3ccccc3F)nc3ccccc23)cc1OC,0.8,-8,25,101,0,-1.5,0,-15,4
CC(C)(C)NC(=O)C(=O)NNC(=O)c1cccc(F)c1,-3.1,-3,24,100,13,-3.6,3,17,-2
Cc1ccc(S(=O)(=O)N2Cc3ccccc3CC2C(=O)Nn2cnnc2)cc1 (configuration not stated),-5.3,-15,-15,104,-6,-4.2,35,-2,7
CCOC(=O)c1sc2nc(C)nc(NCc3ccc(Cl)cc3)c2c1C,-1.5,-21,35,97,-30,-3.0,-29,-9,-4
Cc1oc(-c2ccc(Cl)cc2)nc1CS(=O)CC(=O)NC1CC1 (configuration not stated),-3.1,-11,17,103,-4,-2.4,1,1,8
N#CC1(c2ccccc2)CCCN1C(=O)c1ccc(Br)cc1 (configuration not stated),-3.2,-10,-1,99,-7,-3.9,20,2,-2
COc1ccc2nc(CNC(=O)C3CCC(=O)N(CCc4ccccc4)C3)[nH]c2c1 (configuration not stated),-2.2,-18,38,104,-2,1.4,5,-6,1
O=C(Nc1ccnn1C1CCN(Cc2ccc(F)cc2)CC1)C1CC1,-2.6,6,/,100,1,-0.9,7,-8,1
O=C(NCC1OCCc2ccccc21)c1ccc(NC(=O)c2ccc(Cl)cc2Cl)cc1 (configuration not stated),-3.4,1,-24,107,-3,-3.1,27,-1,5
O=C1C=C(Nc2ccc(Cl)cc2)CC(c2ccco2)C1 (configuration not stated),-2.0,-4,18,100,-8,-3.0,32,9,-1
COc1ccc(C=O)cc1CSc1nnc(COc2cccc3cccnc23)o1,2.4,-33,-20,111,1,-1.2,-1,5,0
O=C(COC(=O)c1cc(-c2ccccn2)nc2ccccc12)Nc1ncc(C(F)(F)F)cc1Cl,1.7,1,0,94,-2,1.2,27,11,-1
CC(C)COc1ccc(/C(=N/O)c2ccccc2)cc1,-0.7,-7,3,82,-6,-1.4,-23,2,4
CC(=O)Nc1ccc(S(=O)(=O)N2CCC(C(=O)Nc3nccs3)CC2)cc1,-2.4,-3,15,98,-3,-4.8,8,0,-1
Cc1cc(C(=O)COC(=O)C2=NNC(=O)CC2)c(C)n1-c1cccc(C(F)(F)F)c1,-0.2,-10,-24,101,-12,-2.2,7,-2,-1
CCN(C(=O)COC(=O)c1cccc(S(=O)(=O)N(CC)CC)c1)C1CCS(=O)(=O)C1 (configuration not stated),0.9,-23,32,101,-22,2.0,8,17,3
COc1ccc(S(=O)(=O)Nc2cccc(F)c2)cc1C,0.3,-2,31,78,-10,0.0,6,-3,3

# Bioassay records from PubChem BioAssay.
